Screens as filed in PubChem.
Tb PGK inh = T. brucei PGK inhibition; P07378; PGK/GAPDH coupled, Kinase-Glo luminescence, 60 min; Potency, µM (highest dose often 57.5 µM), for the others: at the top dose activity change, negative = inhibition, hits mostly inhibitors; 0.043% of 380,000 active; AID 602233; note: % is set by controls: 0 for no effect and ±100 for the full control effect; nearly all actives have a fitted effect of over 60% in size
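Recombinant glycosomal PGK reaction used 1,3-bisphosphoglycerate generated in-well by GAPDH (100nM final) in 100mM TEA pH 7.6, 5mM MgCl2, 0.01% Tween-20. After 60 minutes at room temperature, ATP was read by Kinase-Glo Plus luminescence end-point.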
GLS inh = blocks human kidney-isoform glutaminase activity. 0.21% of 410,000 active. Potency, µM (top dose mostly 45.5 µM), without a hit: at the top dose activity change, negative = inhibition, usual class: inhibitors. AID 624170. O94925. GLS enzymatic activity, qHTS titration; note: % is set by controls: 0 for no effect and ±100 for the full control effect
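Glutamate formation by hKGA was monitored fluorometrically using coupled glutamate oxidase, HRP and Amplex Red. Substrate was added as 1 mM L-glutamine solution; incubation was 30 min at RT after an initial read.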
JMJD2A Tudor inh = JMJD2A Tudor domain (human) inhibition | AlphaScreen JMJD2A-Tudor / H3K4me3 peptide binding | 4.4% of 390,000 active | AID 504339 | Potency, µM (doses to about 114 µM), for inactives: at the highest dose activity change, negative = inhibition, actives largely listed as inhibitors | O75164; note: % is set by controls: 0 for no effect and ±100 for the full control effect; nearly all actives have a fitted effect of over 50% in size
BLM inh = Bloom syndrome helicase (human) inhibition; P54132; recombinant BLM DNA unwinding, fluorescence dequenching; Potency, µM (highest dose often 56.1 µM), for inactives: at the highest dose activity change, negative = inhibition, actives largely listed as inhibitors; 0.2% of 350,000 active; AID 2528;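 note: plate controls were vehicle for no effect and no enzyme for full effect; nearly all actives have a fitted effect of over 35% in size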
Target sequence (P54132 whole entry, looked up): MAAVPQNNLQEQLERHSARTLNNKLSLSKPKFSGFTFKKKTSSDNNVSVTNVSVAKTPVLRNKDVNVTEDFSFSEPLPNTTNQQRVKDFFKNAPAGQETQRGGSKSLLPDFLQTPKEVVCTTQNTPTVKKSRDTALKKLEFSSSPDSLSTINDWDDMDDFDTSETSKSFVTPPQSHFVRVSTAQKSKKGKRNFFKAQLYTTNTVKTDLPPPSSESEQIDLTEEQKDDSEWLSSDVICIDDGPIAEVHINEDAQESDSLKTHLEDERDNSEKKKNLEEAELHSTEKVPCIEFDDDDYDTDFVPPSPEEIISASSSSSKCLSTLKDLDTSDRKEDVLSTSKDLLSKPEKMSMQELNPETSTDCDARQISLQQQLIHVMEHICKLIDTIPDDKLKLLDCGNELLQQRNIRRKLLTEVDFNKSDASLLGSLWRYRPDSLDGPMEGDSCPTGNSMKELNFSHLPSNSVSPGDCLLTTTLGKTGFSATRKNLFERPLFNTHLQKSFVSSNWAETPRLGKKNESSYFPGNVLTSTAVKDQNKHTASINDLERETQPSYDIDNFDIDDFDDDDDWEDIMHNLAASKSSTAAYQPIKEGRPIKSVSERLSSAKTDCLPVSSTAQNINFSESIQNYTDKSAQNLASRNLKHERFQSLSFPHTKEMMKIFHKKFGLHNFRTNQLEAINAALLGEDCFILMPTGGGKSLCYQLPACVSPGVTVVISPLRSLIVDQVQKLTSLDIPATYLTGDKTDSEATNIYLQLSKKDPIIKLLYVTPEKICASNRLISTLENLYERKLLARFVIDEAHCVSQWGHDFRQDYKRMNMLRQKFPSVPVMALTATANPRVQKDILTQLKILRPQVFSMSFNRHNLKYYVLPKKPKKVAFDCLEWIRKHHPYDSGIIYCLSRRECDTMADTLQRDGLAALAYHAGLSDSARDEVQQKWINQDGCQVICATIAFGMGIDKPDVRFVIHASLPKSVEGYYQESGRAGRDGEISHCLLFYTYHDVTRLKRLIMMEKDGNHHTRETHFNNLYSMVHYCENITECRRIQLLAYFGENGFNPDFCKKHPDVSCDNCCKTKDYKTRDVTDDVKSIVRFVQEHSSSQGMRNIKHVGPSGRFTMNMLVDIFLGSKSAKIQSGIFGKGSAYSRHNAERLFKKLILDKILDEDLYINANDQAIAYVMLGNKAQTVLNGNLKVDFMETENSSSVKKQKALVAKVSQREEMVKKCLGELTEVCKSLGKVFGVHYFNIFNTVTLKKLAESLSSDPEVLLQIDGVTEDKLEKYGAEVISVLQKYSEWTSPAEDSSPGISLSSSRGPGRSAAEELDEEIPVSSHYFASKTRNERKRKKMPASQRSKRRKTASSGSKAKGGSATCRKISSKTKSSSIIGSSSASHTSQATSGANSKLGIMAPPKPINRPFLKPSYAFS
BAZ2B block = blocks human BAZ2B. Q9UIF8. AlphaScreen BAZ2B-H3K14Ac peptide displacement. 4.4% of 360,000 active. Potency, µM (top dose mostly 114 µM), inactives show at the highest dose activity change, negative = inhibition, most hits filed as inhibitors; note: % is set by controls: 0 for no effect and ±100 for the full control effect; nearly all actives have a fitted effect of over 60% in size
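AlphaScreen displacement: compounds (up to 110uM) incubated 30 min at room temperature with a preformed 50 nM BAZ2B/50 nM biotinylated H3K14Ac peptide complex in PBS pH 7.4 with Tween-20. Donor and acceptor beads at 10 ug/mL final added, 20 min light-protected before reading.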
POLI inh = DNA polymerase iota (human) inhibition. AID 588590. 1% of 390,000 active. Pol iota fluorescent replication assay, 10 min. Q9UNA4. Potency, µM (series often up to 115 µM), for the others: at the highest dose activity, negative = inhibition, actives largely listed as inhibitors
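Pol iota at 10 nM preincubated 15 min with compounds at room temperature; reaction started with fluorescent substrate, 50 nM final. Fluorescence read kinetically at 0 and 10 min; buffer-only wells as negative control.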
Pin1 inhibitor = inhibitors of human Pin1. Q13526. Pin1 FP peptide displacement, HiFluor488, 10 min. Potency, µM (highest dose often 115 µM), inactives show top-dose activity, negative = inhibition, actives largely listed as inhibitors. 0.009% of 390,000 active; active = well fitted inhibition curve with a large enough effect in the polarisation, with a control signal flat, not every such curve was filed as active; inconclusive = small, poorly fitted or top-dose-only effect, or effect the other way, or a change in a side signal; inactive = no such curve, though single readings can be large or run the other way; the % refers to the polarisation; note: % is set by controls: 0 for no effect and ±100 for the full control effect
HP1b binding inh = HP1-beta chromodomain-methylated histone interaction inhibition | AID 540317 | 0.56% of 390,000 active | Potency, µM (doses to about 114 µM), inactives show at the top dose activity change, negative = inhibition, most hits filed as inhibitors | AlphaScreen HP1-beta / biotin-H3K9me3 peptide binding | P83916; note: nearly all actives have a fitted effect of over 70% in size; inactives centre near 23
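AlphaScreen: HP1-beta (50 nM) preformed 30 min with biotin-H3(1-18)K9me3 peptide (50 nM) in PBS pH 7.4, 0.01% Tween-20. Compound added for 30 min at RT, then streptavidin donor/nickel chelate acceptor beads (10 ug/mL) for 30 min.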
G9a inh = G9a (human) methyltransferase inhibition; Q96KQ7; G9a H3K9 monomethylation, AlphaScreen, 2 h; Potency, µM (highest dose often 102 µM), inactives show at the top dose activity, negative = inhibition, most hits filed as inhibitors; 8.8% of 350,000 active; note: % is set by controls: 0 for no effect and ±100 for the full control effect; nearly all actives have a fitted effect of over 75% in size
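Step 1: enzyme (final 20 nM) with compound, 15 min RT. Step 2: substrate peptide 500 nM and SAM 20 uM, 2 h RT. Step 3: anti-H3K9me1 antibody and AlphaScreen beads, 10 min, then plate read.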
Numbers without * were called inactive; i = inactive; u = inconclusive; x = no result given; [ ] = another dose, or the depositor's remark. Unless noted, calls come from the whole dose curve; as a rule, active = well fitted curve in the direction sought with a large enough effect; inconclusive = small, poorly fitted or top-dose-only effect, or another doubt; inactive = no such curve, though single readings can be large; an effect the other way counts as inactive or inconclusive. Potency is the fitted concentration of half-maximal effect.

POLI inh	BAZ2B block	G9a inh	Tb PGK inh	JMJD2A Tudor inh	HP1b binding inh	BLM inh	Pin1 inhibitor	GLS inh	Structure
46%[activator]	4%	7.1µM*	i	18µM*	3%	3%	-8%	-16%	C=CCn1c(CCC(O)CCCCC)n[nH]c1=S (stereo not given)
-7%	-8%	22%[59 µM]	1%	-9%	31%	-6%	-11%	10%	CCOC(=O)/C(=C/c1c(C)n(C)c2ccc([N+](=O)[O-])cc12)C(C)=O
22%	4%	-12%[2.33 µM]	-1%	-8%	32%	-3%	4%	-2%	Cc1nc2ccccc2c(=O)n1NC(=O)c1c(F)cccc1F
14%	-4%	6%	-3%	-16%	54%[activator]	0%	3%	35%[activator]	CCOc1ccccc1NC(=O)CSc1n[nH]c(N)n1
41%[activator]	-5%	48%[59 µM]	4%	-16%	32%	1%	-2%	-6%	COCC(C)n1c(SCC(=O)NNC(=O)c2ccc(F)cc2)nc2ccccc2c1=O (stereo not given)
-11%	-22%	-4%[59 µM]	-1%	-22%	14%	-12%	4%	-7%	Cc1cc(C)c(S(=O)(=O)NCC(c2ccco2)N2CCN(c3ccccc3)CC2)c(C)c1 (stereo not given)
-7%	6%	4%[12.7 µM]	-2%	-8%	32%	x	0%	2%	Cc1cc(C)c(OCC(=O)NCCCn2nc(C)cc2C)c(C)c1
u	-10%	x	-1%	-21%	16%	-11%	-8%	7%	COc1cc(CNCCN2CCOCC2)ccc1OCc1ccccc1Cl
21%	-6%	40%	i	3%	25%	0%	-2%	0%	O=C(Nc1ccnn1C1CCN(C(=O)c2cccc(Cl)c2)CC1)C1CCOC1 (stereo not given)
22%	u	-16%[59 µM]	0%	u	-5%	-2%	0%	2%	CC(=O)Nc1ccc(N2N=C(C)C(N=Nc3ccccc3)C2=O)cc1 (stereo not given)
u	-12%	-3%[2.33 µM]	6%	-17%	39%[activator]	-2%	1%	14%	COc1ccccc1NC(=O)N1CCCC1C(=O)NC12CC3CC(CC(C3)C1)C2 (stereo not given)
18%	-7%	-3%[0.501 µM]	7%	-4%	49%[activator]	-4%	1%	13%	CC(C(=O)NCCc1ccc(S(N)(=O)=O)cc1)N1C(=O)CC(C)(C)Sc2ccccc21 (stereo not given)
20%	-28%	11%	-10%	10%	43%[activator]	-8%	-3%	0%	Fc1ccccc1-c1nc(NC2CCCC2)c2ccccc2n1
-7%	17%	19%[59 µM]	i	4%	60%	-4%	-4%	-2%	CCCCc1ccc(-c2ccc(Br)cc2O)nc1
10%	-10%	-39%	0%	-9%	24%	-1%	-10%	0%	CCC(c1ccccc1)c1nnc(NC(=O)c2ccco2)s1 (stereo not given)

(listing goes on)
POLI inh	BAZ2B block	G9a inh	Tb PGK inh	JMJD2A Tudor inh	HP1b binding inh	BLM inh	Pin1 inhibitor	GLS inh	Structure
-1%	u	-33%	i	-20%	4%	-12%	1%	4%	Cc1ccccc1C(=O)c1c[nH]c(C(=O)N2CCN(c3ccccc3F)CC2)c1
11%	18%	x	3%	-17%[57.1 µM]	61%[activator]	3%	3%	-3%	O=C(N/N=C/c1ccc(OC(=O)c2ccccc2)cc1)c1ccc(CN2CCOCC2)cc1
102%[activator]	-27%	40µM*	1%	-16%[11.4 µM]	15%	4%	-4%	5%	COc1ccc2c(C)cc(=S)[nH]c2c1
9%	-1%	1%	1%	-1%	35%	-2%	-3%	13%	CCOC(=O)C1=C(c2ccccc2)N=C2SCC(=O)N2C1c1ccc(OCC)c(OCC)c1 (stereo not given)
0%	-3%	-4%	-9%[11.5 µM]	-12%	11%	-4%	1%	3%	CS(=O)(=O)N(CC(=O)N1CCN(c2ccccc2F)CC1)c1cccc(C(F)(F)F)c1
38%[activator]	6%	14%[59 µM]	4%	-23%	6%	0%	-9%	36%[activator]	O=C(COc1ccccc1F)c1ccc(O)cc1O
6%	0%	20%[59 µM]	-6%	-8%	30%	2%	-6%	2%	Cn1nnnc1SCC(=O)NCc1ccccc1
5%	1%	2%[59 µM]	i	-18%	13%	-1%	6%	4%	N/C(=N\OC(=O)CCCc1ccccc1)c1cccc([N+](=O)[O-])c1
67%[activator]	x	x	-6%	-14%	19%	x	-1%	10%	CCN1CCN(S(=O)(=O)c2ccc(Cl)c(C(=O)Oc3ccc(CC(=O)OC)cc3)c2)CC1
-6%	u	x	-4%	u	9%[57 µM]	-13%	20%	-1%	Cc1ccc(C)c(NS(=O)(=O)c2ccc(-c3cnc(C4CC4)o3)cc2)c1
21%	-2%	-4%	4%	-13%	12%	2%	-10%	1%	CCOc1ccc(OCC)c(NC(=O)C2CCN(S(=O)(=O)c3c(C)noc3C)CC2)c1
u	56µM*	u	-3%	u	-19%	32µM*	1%	35%[activator]	Cc1cc(C)cc(-n2cccc2/C=C2/C(=N)N3C(=NC2=O)SN=C3S(C)(=O)=O)c1
25%	4%	0%	5%	-10%	24%	-2%	-3%	-2%	O=C(CC(=O)NCc1ccc(Cl)cc1)NCc1ccc(Cl)cc1
7%	-26%	7.9µM*	3%	-23%	-25%	-5%	0%	8%	COc1cc(C(=S)N2CCC(C)CC2)ccc1O
47%[activator]	-2%	-48%	2%	-10%	43%[activator]	-3%	-4%	4%	CC1CC(CC(C)C(=O)NC(=S)Nc2ccc(S(N)(=O)=O)cc2)C(=O)O1 (stereo not given)

Later entries.
POLI inh	BAZ2B block	G9a inh	Tb PGK inh	JMJD2A Tudor inh	HP1b binding inh	BLM inh	Pin1 inhibitor	GLS inh	Structure
3%	9%	-6%	-5%	-17%	11%	0%	-7%	1%	CCCn1c(SCC(=O)Nc2nnc(C(C)C)s2)nc2c1c(=O)n(C)c(=O)n2C
14%	-34%	u	0%	u	-5%	x	-3%	-2%	CCc1cccc(NC(=O)COC(=O)c2cc([N+](=O)[O-])ccc2N2CCOCC2)c1
26%	1%	-15%[59 µM]	i	-3%	39%	-1%	10%	-10%	CC(C)(C)NC(=O)N1CCC(C(=O)O)CC1
-15%	-29%	-44%	-15%	-12%	29%	-3%	0%	2%	CCc1ccccc1NC(=S)N(CCN(C)C)C(C)c1ccco1 (stereo not given)
21%	u	25%	-5%	u	15%	-1%	1%	2%	COc1cccc(CNC(=O)c2ccccc2NC(=O)C2=C(C)OCCS2)c1
28%	-6%	7%[59 µM]	-4%	-12%	20%	-2%	1%	-4%	Cc1cccc(OCC(=O)Nc2c(C(=O)Nc3ccc(F)cc3)oc3ccccc23)c1
10%	8%[57.1 µM]	u	-5%	-2%	67%[activator]	0%	6%	2%	O=S(=O)(N/N=C/c1c(F)cccc1Cl)c1ccccc1
8%	u	1.4µM*	i	u	25%	6%	-18%	34%[activator]	CN(C)c1ccc(N2C(=O)CC(Sc3ccccc3C(=O)O)C2=O)cc1 (stereo not given)
29%	-9%	u	10%	-11%	28%	-5%	-12%	-2%	COc1ccc(CCNC(=O)C(C(=O)c2ccccc2)n2ccccc2=O)cc1OC (stereo not given)
21%	-31%	9%[59 µM]	3%	-8%	40%[activator]	0%	-4%	-9%	O=C(CN1CCN(Cc2ccccc2F)C1=O)NCc1ccccc1
-4%	1%	-6%	-3%	-7%	19%	-5%	-4%	-1%	CC(C)CNC(=O)c1cc(-c2ccc3c(c2)OCO3)on1
6%	-2%	22%	-1%	4%	31%[activator]	-1%	0%	0%	Cn1c(=NC(=O)COc2ccccc2)sc2cccc(F)c21
12%	-5%	-27%	i	-19%	26%	1%	-9%	-4%	Cc1ccc(SCCCCN2CCOCC2)cc1
14%	-26%	-29%[59 µM]	-7%	-28%	-4%	-12%	0%	1%	Cc1ccc(NC(=O)c2nc(S(C)(=O)=O)ncc2N(Cc2ccco2)Cc2ccco2)cc1
7%	1%	-15%	-1%	-9%	20%	x	2%	-1%	CCOC(=O)c1nn(-c2ccc(F)cc2)c(=O)cc1OCC(=O)Nc1ccc(F)c(F)c1

Other compounds
POLI inh	BAZ2B block	G9a inh	Tb PGK inh	JMJD2A Tudor inh	HP1b binding inh	BLM inh	Pin1 inhibitor	GLS inh	Structure
-2%	2%	14%[2.33 µM]	-2%	4%	27%	4%	-2%	-3%	COc1cccc(OCC(O)CN2CCC(Cc3ccccc3)CC2)c1 (stereo not given)
5%	-29%	43%	-2%	-7%	34%	-1%	0%	11%	Cc1ccc(NC(=O)NNC(=O)COc2ccc([N+](=O)[O-])cc2)cc1C
-18%	7%	-7%[0.501 µM]	-3%	-10%	14%	3%	-4%	-3%	CCOc1cc(C2C3=C(CC(C)(C)CC3=O)N(CCOC)C3=C2C(=O)CC(C)(C)C3)ccc1O
1%	2%	1%	3%	-2%	16%	0%	6%	14%	CCNC(=O)NC(=O)CN(C)c1ccccc1
3%	-4%	-8%[59 µM]	-5%	-21%	23%	-2%	u	3%	CCN(CC)c1sc(S(=O)(=O)c2ccccc2)nc1S(=O)(=O)c1ccc(C)cc1

One compound at a time, from the list above. Screens in order: POLI inh | BAZ2B block | G9a inh | Tb PGK inh | JMJD2A Tudor inh | HP1b binding inh | BLM inh | Pin1 inhibitor | GLS inh
Shown for CCOc1cc(C2C3=C(CC(C)(C)CC3=O)N(CCOC)C3=C2C(=O)CC(C)(C)C3)ccc1O = -18% | 7% | -7%[0.501 µM] | -3% | -10% | 14% | 3% | -4% | -3%
Shown for CC(C(=O)NCCc1ccc(S(N)(=O)=O)cc1)N1C(=O)CC(C)(C)Sc2ccccc21 (stereo not given) = 18% | -7% | -3%[0.501 µM] | 7% | -4% | 49%[activator] | -4% | 1% | 13%
Shown for C=CCn1c(CCC(O)CCCCC)n[nH]c1=S (stereo not given) = 46%[activator] | 4% | 7.1µM* | i | 18µM* | 3% | 3% | -8% | -16%
Shown for Cc1ccc(NC(=O)NNC(=O)COc2ccc([N+](=O)[O-])cc2)cc1C = 5% | -29% | 43% | -2% | -7% | 34% | -1% | 0% | 11%
Shown for N/C(=N\OC(=O)CCCc1ccccc1)c1cccc([N+](=O)[O-])c1 = 5% | 1% | 2%[59 µM] | i | -18% | 13% | -1% | 6% | 4%

These rows are one share of the data; rates above refer to the full screens.
